# HT1080 viability – cytotoxicity in HT1080 fibrosarcoma cells, cell-based, fluorescence readout (AID 620); HT1080 viability, fluorescence; higher % means a stronger effect; one-dose cytotoxicity, % at 10 µM; EC50 in µM for titrated hits; 87,000 tested, 0.42% active;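 also: cells exposed to compound overnight then 4 h with Alamar Blue; 0% = vehicle DMSO and 100% = killing control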
# HPDE-C7 cytotoxicity – cytotoxicity in HPDE-C7 cells, cell-based, fluorescence, HTS (AID 430) | 63,000 tested, 1.8% active | cytotoxicity, % at 10 µM; hits with a dose series show EC50 in µM | HPDE-C7 pancreatic duct cells viability, fluorescence; higher % means a stronger effect;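 also: cells exposed to compound for 48 hours before viability readout; 0% = vehicle and 100% = reference cytotoxic drug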
# MK inhibit – S. pneumoniae MK inhibitors, primary screen, biochemical, PK/LDH-coupled NADH absorbance; mevalonate kinase [Streptococcus pneumoniae D39]; inhibition, % at 10 µM; 65,000 tested, 0.48% active; purified MK, PK/LDH-coupled NADH absorbance 340 nm;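 active = ranked among the strongest by inhibition in the single 10 µM screen, a fixed top-ranked set picked for dose follow-up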; also: no value below 0 was filed
# Alkaline phosphatase – human TNAP enzyme inhibitors, biochemical, luminescent (AID 518) | Alkaline phosphatase, tissue-nonspecific isozyme (Homo sapiens) | purified TNAP enzyme, luminescent substrate readout; higher % means a stronger effect | inhibition, % at 20 µM, or IC50 in µM where a hit was titrated | 64,000 tested, 0.09% active; in the data active = a potency from the dose series; inactive = the rest, 99 in 100 with inhibition below about 22%;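 also: plate controls were vehicle for no effect and reference inhibitor for full effect; many of its hits are not listed in these tables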
# LYP phosphatase – LYP phosphatase inhibitors, primary screen, biochemical, DiFMUP fluorescence, recombinant catalytic domain, 10 µM (AID 606); Tyrosine-protein phosphatase non-receptor type 22 (Homo sapiens); 52,000 tested, under 10 active; inhibition, % at 10 µM; hits with a dose series show IC50 in µM; recombinant LYP catalytic domain, DiFMUP fluorescence; higher % means a stronger effect;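 active = IC50 under 40 µM in the dose-response test; inactive = IC50 of 40 µM or more, or never dose-tested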
# HPDE-C7K KRASV12 – cytotoxicity in KRAS-transformed pancreatic duct cells, primary screen, cell-based, fluorescence, HTS (AID 431) | HPDE-C7K KRASV12 cells, Alamar Blue viability, 48 h; higher % means a stronger effect | cytotoxicity, % at 10 µM; hits with a dose series show EC50 in µM | 63,000 tested, 1.7% active;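 active = compounds whose percent cytotoxicity in the single-dose primary screen, scaled between solvent and toxic-drug controls, exceeds 50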;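 also: 0% = DMSO solvent wells and 100% = doxorubicin-treated wells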
# Spn DPM-DC inh – S. pneumoniae DPM-DC inhibitors, primary screen, biochemical, PK/LDH-coupled NADH fluorescence; diphosphomevalonate decarboxylase (Streptococcus pneumoniae D39); purified DPM-DC; calls only at 10 µM; 65,000 tested, 0.49% active;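 active = the 320 compounds with the highest percent inhibition in the single-dose primary screen, excluding strongly autofluorescent ones, cut at about 32% in these data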;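 also: kinetic rate of NADH fluorescence loss reporting ADP formed by the decarboxylase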
# Bfl-1 inhibitors – Bfl-1 inhibitors, primary screen, biochemical, fluorescence polarization, FITC-Bid, mouse (AID 432); Bcl-2-related protein A1 (Mus musculus); FITC-Bid BH3 peptide fluorescence polarization displacement; higher % means a stronger effect; displacement, % at 20 µM, or IC50 in µM where a hit was titrated; 64,000 tested, 0.02% active; in the data active = a potency from the dose series; inactive = the rest, 99 in 100 with displacement below about 15%; also: strong numbers were not always called active
# PMK inhibit – S. pneumoniae PMK inhibitors, primary screen, biochemical, mevalonate pathway, pilot trial included; inhibition, % at 10 µM; phosphomevalonate kinase (Streptococcus pneumoniae D39); purified PMK, PK/LDH-coupled NADH absorbance 340 nm; 65,000 tested, 0.49% active;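 active = top-ranked compounds by inhibition in the single 10 µM screen, taking a fixed number of the strongest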;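 also: 0% = full reaction with DMSO carrier and 100% = background rate without enzyme reaction; no value below 0 was filed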
# PMK inhibit pilot replicates – recorded beside PMK inhibit, whose call it bears; inhibition, %; measured here: pilot screen replicates
# MK inhibit pilot replicates – also measured in MK inhibit; calls as there; inhibition, %; measured here: pilot screen replicates
# Spn DPM-DC inh pilot screen % – further read-out of Spn DPM-DC inh, marked with its call; inhibition, %; measured here: pilot screen trials
# Active calls of the source: *; i = inactive; . = no result given. Rule as the data show it, unless noted: active = cytotoxicity above about 50%; inactive = the rest. No enrichment for hits; overall some 3.4% were active at least once.
SMILES,HT1080 viability,HPDE-C7 cytotoxicity,MK inhibit,Alkaline phosphatase,LYP phosphatase,HPDE-C7K KRASV12,Spn DPM-DC inh,Bfl-1 inhibitors,PMK inhibit,others
CCS(=O)(=O)N1CCC(C(=O)NCCCN2CCC(Cc3ccccc3)CC2)CC1,1%,-9%,11,6%,.,-6%,i,-3%,5,
COC(=O)C1=C(C)N(C2CCCC2)C(=O)C1(NC(C)=O)C(F)(F)F (stereo not given),1%,15%,0,4%,4%,12%,i,-6%,0,
O=C1CCCC2=C1C(c1ccccc1O)C1=C(CCCC1=O)O2,-4%,10%,6,3%,1%,10%,i,10%,9,
O=C(NCc1ccccc1)NC1(C(=O)N2CCN(c3ccccc3)CC2)CCCCC1,-10%,1%,5,-4%,-11%,5%,i,-4%,17,
COc1ccc(Nc2nnc(Cc3ccc(Cl)cc3)c(=O)[nH]2)c(OC)c1,-4%,26%,4,15%,13%,20%,i,1%,4,
Cc1cc(C(=O)COC(=O)CCCN2C(=O)c3ccccc3C2=O)c(C)n1C,0%,-3%,0,9%,9%,8%,i,8%,0,
Cc1c(-n2cc(C(=O)O)c(=O)c3cc(F)c(N4CCCC4)c(F)c32)c(=O)n(-c2ccccc2)n1C,7%,2%,11,6%,-4%,8%,i,0%,0,
COc1ccc(CCNc2oc(COc3ccc(F)cc3)nc2C#N)cc1,-9%,-1%,1,12%,8%,-3%,i,-6%,1,PMK inhibit pilot replicates=0.0;MK inhibit pilot replicates=0.0;Spn DPM-DC inh pilot screen %=0.0
COC(=O)C1=CN(C(C)C)C=C(C(=O)OC)C1c1cc2c(cc1Br)OCO2,6%,-11%,7,-5%,9%,2%,i,2%,4,PMK inhibit pilot replicates=0.0;MK inhibit pilot replicates=0.0;Spn DPM-DC inh pilot screen %=6.0
CCN(CC)S(=O)(=O)c1ccc(NC(=O)CN(c2cccc(F)c2)S(C)(=O)=O)cc1,2%,-5%,3,12%,4%,-14%,i,-1%,8,PMK inhibit pilot replicates=1.0;MK inhibit pilot replicates=1.0;Spn DPM-DC inh pilot screen %=1.0
Cc1ccc(-c2[nH]c(=O)n3ccncc23)s1,36%,-10%,2,13%,17%,-6%,i,18%,13,
CCOC(=O)c1[nH]c2ccc(OCC)cc2c1NC(=O)CN1CCC2(CC1)OCCO2,0%,-10%,3,5%,6%,-7%,.,5%,10,
COc1ccc(OCC(O)COc2ccc(C(=O)O)cc2)cc1 (stereo not given),-8%,5%,0,-7%,7%,8%,i,3%,0,
O=C(Nc1nc2n(n1)C(c1ccccc1)CC(c1ccc(Cl)cc1)N2)c1ccco1 (stereo not given),7%,-6%,12,3%,.,8%,i,0%,12,
COC(=O)COc1ccc(C(=O)OC)cc1,3%,0%,7,14%,4%,7%,i,0%,4,PMK inhibit pilot replicates=0.0;MK inhibit pilot replicates=0.0;Spn DPM-DC inh pilot screen %=0.0
CCOC(=O)c1nn(-c2c(C)n(C)n(-c3ccccc3)c2=O)cc1O,10%,-4%,5,1%,-3%,4%,i,-8%,8,
CCOc1ccccc1Oc1cn[nH]c1-c1ccc(OC)cc1O,-7%,52%*,2,-27%,3%,62%*,i,7%,11,
CCOc1ccc(S(=O)(=O)N2CCN(S(=O)(=O)c3ccc(OCC)cc3)C(C)C2)cc1 (stereo not given),2%,-1%,9,7%,6%,11%,i,0%,4,
CCc1nc(SCc2ccc(C(=O)OC)o2)c2c(=O)n(C)c(=O)n(C)c2n1,5%,-5%,2,12%,7%,1%,i,-6%,5,
O=S(=O)(Cc1ccc(Cl)cc1)Nc1ccc2c(c1)OCO2,4%,-5%,3,16%,-3%,2%,i,-1%,8,PMK inhibit pilot replicates=5.5;MK inhibit pilot replicates=1.5;Spn DPM-DC inh pilot screen %=2.0
Cc1onc(-c2ccccc2Cl)c1C(=O)NCc1cccs1,2%,2%,2,5%,2%,1%,i,2%,5,
COc1ccc(N(C)S(=O)(=O)c2cccc(C(=O)Nc3ccc(-n4cnnn4)cc3)c2)cc1,-8%,-2%,0,11%,3%,11%,i,-8%,14,
O=C(CSc1ncnc2ccccc12)Nc1ccc2c(c1)OCO2,6%,-15%,4,4%,-5%,-16%,i,-6%,5,
c1ccc(N2CCN(c3nnc(Cc4cccnc4)c4ccccc34)CC2)nc1,4%,-5%,0,-1%,-7%,8%,i,9%,4,
Cc1nnc(C)n1/N=C/c1cccn1C,0%,-5%,0,7%,.,0%,i,-7%,0,
c1ccc(OCc2nn3c(Cn4nnc5ccccc54)nnc3s2)cc1,-1%,-16%,15,11%,5%,-10%,i,0%,5,
COCCn1nnnc1C(c1cccc(OC)c1OC)N1CCN(C2CCCCC2)CC1 (stereo not given),0%,8%,11,4%,.,9%,i,0%,16,
CCSc1nnc(N)s1,-2%,-15%,5,8%,7%,-6%,i,-4%,0,
Cc1c(Cl)cccc1NC(=O)CN1CCN(CCO)CC1,-4%,12%,5,6%,7%,6%,i,-6%,3,
c1ccc2c(c1)nc(Nc1ccc3c(c1)OCO3)c1nnnn12,-8%,1%,0,9%,11%,-10%,i,-6%,8,

# Arranged by SMILES length (descending): some entries from above
SMILES,HT1080 viability,HPDE-C7 cytotoxicity,MK inhibit,Alkaline phosphatase,LYP phosphatase,HPDE-C7K KRASV12,Spn DPM-DC inh,Bfl-1 inhibitors,PMK inhibit,others
CCOc1ccc(S(=O)(=O)N2CCN(S(=O)(=O)c3ccc(OCC)cc3)C(C)C2)cc1 (stereo not given),2%,-1%,9,7%,6%,11%,i,0%,4,
CCc1nc(SCc2ccc(C(=O)OC)o2)c2c(=O)n(C)c(=O)n(C)c2n1,5%,-5%,2,12%,7%,1%,i,-6%,5,
CCOC(=O)c1nn(-c2c(C)n(C)n(-c3ccccc3)c2=O)cc1O,10%,-4%,5,1%,-3%,4%,i,-8%,8,
c1ccc(OCc2nn3c(Cn4nnc5ccccc54)nnc3s2)cc1,-1%,-16%,15,11%,5%,-10%,i,0%,5,
c1ccc2c(c1)nc(Nc1ccc3c(c1)OCO3)c1nnnn12,-8%,1%,0,9%,11%,-10%,i,-6%,8,
O=S(=O)(Cc1ccc(Cl)cc1)Nc1ccc2c(c1)OCO2,4%,-5%,3,16%,-3%,2%,i,-1%,8,PMK inhibit pilot replicates=5.5;MK inhibit pilot replicates=1.5;Spn DPM-DC inh pilot screen %=2.0
O=C(CSc1ncnc2ccccc12)Nc1ccc2c(c1)OCO2,6%,-15%,4,4%,-5%,-16%,i,-6%,5,
Cc1onc(-c2ccccc2Cl)c1C(=O)NCc1cccs1,2%,2%,2,5%,2%,1%,i,2%,5,
Cc1c(Cl)cccc1NC(=O)CN1CCN(CCO)CC1,-4%,12%,5,6%,7%,6%,i,-6%,3,
CCSc1nnc(N)s1,-2%,-15%,5,8%,7%,-6%,i,-4%,0,

# (next part)
SMILES,HT1080 viability,HPDE-C7 cytotoxicity,MK inhibit,Alkaline phosphatase,LYP phosphatase,HPDE-C7K KRASV12,Spn DPM-DC inh,Bfl-1 inhibitors,PMK inhibit,others
C=CCN(CC(=O)NCc1ccccc1)C(=O)c1csnn1,4%,-17%,0,10%,.,-8%,i,-1%,13,
COc1ccc(OCc2nnc(SC3CCOC3=O)n2-c2ccccc2)cc1 (stereo not given),4%,8%,5,12%,.,5%,i,-3%,0,
CC(C)OC(=O)c1c(F)c(F)c(N2CCOCC2)c(F)c1F,-8%,-19%,1,-1%,8%,-27%,i,-1%,3,
Cc1c(C(=O)O)oc2ccc(S(=O)(=O)NCc3ccc4c(c3)OCO4)cc12,7%,-9%,0,4%,7%,-4%,i,0%,13,
CCc1nc2ccccc2c(=O)n1CCCCn1c(CC)nc2ccccc2c1=O,4%,0%,9,5%,-2%,2%,i,-8%,15,
O=C(CCSCCc1ccncc1)NCCCN1CCOCC1,-9%,-14%,0,11%,-2%,-1%,i,-2%,8,
O=C(c1cccs1)n1nc(-c2ccccc2)nc1NCc1ccco1,-4%,7%,0,9%,.,13%,i,3%,0,
O=C1Nc2cc(Cl)cnc2N2CCCC12 (stereo not given),0%,2%,8,11%,-7%,8%,i,12%,21,
Cn1c(=O)c2cc(S(=O)(=O)N3CCC(c4ccccc4)CC3)ccc2n(C)c1=O,-8%,-4%,1,8%,3%,-3%,i,-6%,1,
O=C(CSc1ncnc2c1oc1ccccc12)N1CCCc2ccccc21,28%,-5%,1,12%,-1%,-10%,i,0%,13,
COc1ccc(-c2nn(C)c3sc(C(=O)NCc4ccco4)cc23)cc1OC,-3%,-1%,6,12%,.,-2%,i,-3%,12,
O=C(CSc1nnc(-c2cccs2)n1-c1ccccc1)NCC1CCCO1 (stereo not given),-8%,-10%,7,8%,-8%,-14%,i,2%,6,
CCC(=O)OCc1cc2cccc(C)c2[nH]c1=O,0%,5%,3,8%,.,-2%,i,-4%,11,
Cc1c(/C(O)=C2/C(=O)C(=O)N(CCCN3CCOCC3)C2c2ccncc2)cnn1-c1ccccc1 (stereo not given),-5%,3%,5,4%,2%,8%,i,4%,8,
O=C1c2ccccc2S(=O)(=O)N1CC(O)Cn1c2ccccc2c2ccccc21 (stereo not given),11%,19%,0,25%,-2%,28%,i,0%,0,PMK inhibit pilot replicates=0.5;MK inhibit pilot replicates=1.0;Spn DPM-DC inh pilot screen %=0.5
FC(F)(F)c1ccc2c(c1)nc1n2CCCC1,0%,-20%,1,4%,3%,-20%,i,-2%,2,
O=C(NCc1cccs1)C1CCCN(S(=O)(=O)c2cccs2)C1 (stereo not given),-1%,-7%,0,3%,14%,-5%,i,3%,7,
CS(=O)(=O)N(CC(=O)N1CCCC1)c1cccc(Cl)c1,3%,-5%,7,3%,-10%,-8%,i,-6%,0,
O=C(NCCn1cccc1)c1cccc2ccccc12,9%,1%,3,2%,-20%,-10%,i,10%,12,
COC(=O)[C@H](C)NC(=O)NCc1ccccc1F,-12%,5%,8,8%,.,6%,i,-7%,7,
CCn1c(SCC(=O)N2CCN(c3ccc(Cl)cc3)CC2)nc2ccccc2c1=O,-4%,2%,10,6%,15%,4%,i,-1%,1,PMK inhibit pilot replicates=0.0;MK inhibit pilot replicates=1.0;Spn DPM-DC inh pilot screen %=0.0
Cc1ccccc1Cn1nc(C)c(NC(=O)c2cc(-c3cccs3)on2)c1C,1%,-10%,0,0%,9%,-13%,i,-16%,6,
CCOC(=O)C(C)Sc1nnc(Cc2cc(=O)[nH]c(=O)[nH]2)n1-c1cccc(OC)c1 (stereo not given),-2%,7%,3,14%,15%,6%,i,-1%,6,
